UGM FP inh – inhibitors of M. tuberculosis UDP-galactopyranose mutase; AID 504406; inhibition, % at 10 µM; 320,000 tested, 0.06% active; P9WIQ1; purified UGM, fluorescence polarization probe displacement; in the data active = inhibition above about 10%, passing the limit was not always enough; inconclusive = no clear call, values can overlap the other calls
GDH-TPI counter – GDH-TPI coupled enzyme inhibition counter-screen; 360,000 tested, 1.2% active; GDH-TPI coupled enzyme counterscreen, NADH absorbance; inhibition, % at 4.8 µM; in the data active = inhibition above about 30%;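 also: 0% = DMSO wells and 100% = wells lacking the enzyme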
BioA inh – BioA (M. tuberculosis) enzyme inhibition; inhibition, % at 9.99 µM; purified M. tuberculosis BioA enzyme, plate reader; 360,000 tested, 0.096% active; in the data active = inhibition above about 40%; inconclusive = no clear call, values can overlap the other calls
BoNT F protease – blocks Botulinum neurotoxin F light chain protease; Multiplex microsphere protease cleavage assay, flow cytometry; inhibition, % at 10 µM; 360,000 tested, 0.22% active; in the data active = inhibition above about 35%, passing the limit was not always enough; inconclusive = no clear call, values can overlap the other calls; also: plate controls were buffer without enzyme for full effect and enzyme alone for no effect
Mtb FBA inh – Mtb fructose-bisphosphate aldolase inhibition. P9WQA3. purified M. tuberculosis FBA, fluorescence read-out. inhibition, % at 1 µM. 360,000 tested, 2.3% active; in the data active = inhibition above about 27%;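 also: 0% = vehicle and 100% = reference inhibitor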
PfHsp40 yeast – restores yeast growth despite PfHsp40 toxicity; S. cerevisiae expressing PfHsp40, growth rescue, ATP luminescence; 340,000 tested, 0.68% active; AID 504582; growth rescue, % at 12.5 µM; in the data active = growth rescue above about 28%, passing the limit was not always enough; inconclusive = no clear call, values can overlap the other calls;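 also: yeast W303a lacking pdr1 and pdr3 grown in galactose medium; growth measured after three days at 30 °C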
Anthrax LF prot – blocks Bacillus anthracis lethal factor protease | P15917 | multiplex microsphere protease cleavage assay, LF | inhibition, % at 10 µM | 360,000 tested, 0.12% active; also: plate controls were buffer without enzyme for full effect and enzyme alone for no effect
Target sequence (P15917 whole entry, looked up): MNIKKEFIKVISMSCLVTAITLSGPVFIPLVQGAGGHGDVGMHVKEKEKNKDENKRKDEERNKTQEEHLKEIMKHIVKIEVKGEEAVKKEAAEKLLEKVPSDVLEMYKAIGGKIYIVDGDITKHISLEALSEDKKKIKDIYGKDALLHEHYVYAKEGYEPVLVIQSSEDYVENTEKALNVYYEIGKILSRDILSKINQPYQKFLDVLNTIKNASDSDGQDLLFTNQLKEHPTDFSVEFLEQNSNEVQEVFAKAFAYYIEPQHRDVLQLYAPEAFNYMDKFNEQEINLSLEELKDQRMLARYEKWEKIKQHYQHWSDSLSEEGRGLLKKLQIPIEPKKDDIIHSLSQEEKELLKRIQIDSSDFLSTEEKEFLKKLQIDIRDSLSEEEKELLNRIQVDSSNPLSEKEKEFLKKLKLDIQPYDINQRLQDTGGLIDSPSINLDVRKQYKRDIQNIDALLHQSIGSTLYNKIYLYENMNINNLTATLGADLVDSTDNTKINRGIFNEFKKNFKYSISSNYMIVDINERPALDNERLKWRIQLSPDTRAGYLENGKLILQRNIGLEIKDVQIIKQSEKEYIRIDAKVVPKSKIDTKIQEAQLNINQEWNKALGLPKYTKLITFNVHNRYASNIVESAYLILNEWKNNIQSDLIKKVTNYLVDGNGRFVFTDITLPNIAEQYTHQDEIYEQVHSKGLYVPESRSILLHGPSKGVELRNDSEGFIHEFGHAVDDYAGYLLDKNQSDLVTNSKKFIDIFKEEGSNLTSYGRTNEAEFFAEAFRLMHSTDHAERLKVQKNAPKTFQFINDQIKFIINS
FadD28 FP inh – M. tuberculosis FadD28 bisubstrate binding inhibition; inhibition, % at 12.5 µM; FadD28 bisubstrate probe binding, fluorescence polarization; 360,000 tested, 0.22% active; in the data active = inhibition above about 8.5%, passing the limit was not always enough; inconclusive = no clear call, values can overlap the other calls
BoNT-A LC inh2 – inhibitors of Botulinum neurotoxin A light chain protease; multiplex microsphere protease substrate cleavage, flow cytometry; inhibition, % at 10 µM; 360,000 tested, 0.17% active; also: plate controls were buffer without enzyme for full effect and enzyme alone for no effect
* marks the source's active call; other numbers are inactive results; ? = inconclusive; · = not tested or not shown. Rule as the data show it, unless noted: active = inhibition above about 30%; inconclusive = no clear call, values can overlap the other calls; inactive = below that.

smiles	BoNT F protease	Anthrax LF prot	GDH-TPI counter	BioA inh	Mtb FBA inh	BoNT-A LC inh2	UGM FP inh	FadD28 FP inh	PfHsp40 yeast
COc1cc(C2C=C(Nc3ccccc3)C(=O)N2c2ccccc2)ccc1O (configuration not stated)	16	-1	9	0.6	-1	1.8	0.7	-0.6	17
CCOC(=O)N1CCc2c(sc(NC(C)=O)c2C(N)=O)C1	-6	2	8	0.6	6	-0.2	0.2	-2.7	-0.1
CC(C)c1ccc(OCC(=O)N2CCc3ccccc3C2)cc1	-4	-4	6	-3.1	-1	0.0	1.1	-1.2	-0.8
[O-][n+]1ccccc1SC/C=C/c1ccccc1	5	0	0	·	3	0.1	0.1	-0.2	2.6
N#Cc1ccc(C(=O)OCC(=O)Nc2ccc(S(N)(=O)=O)cc2)cc1	·	·	-4	·	5	·	0.9	0.4	-0.2
CCOC(=O)N1CCN(C(=O)COc2cc(C)c(Cl)c(C)c2)CC1	-2	-3	-2	·	-2	0.1	-2.6	-0.7	-1.8
COc1ccc(C(=O)CN2C(=O)NC3(CCCc4ccccc43)C2=O)cc1OC (configuration not stated)	-6	-7	16	-3.2	0	-0.9	1.1	-0.9	-0.4
COc1ccc(/C=C/C(=O)Nc2nc(N)n(-c3ccccc3)n2)cc1	9	0	33*	·	-3	0.0	-0.3	-1.1	-1.5
CCOc1ccc(N2C(=O)CC(NCC#N)C2=O)cc1 (configuration not stated)	?	-3	-1	-0.7	-1	-6.7	3.4	-0.2	-1.5
COc1ccc(S(=O)(=O)N2CCC(CN3C(=O)c4cccc5cccc(c45)C3=O)CC2)cc1	3	1	10	·	3	0.8	0.3	-2.9	0.2
COC(=O)CCCC(=O)N1CCC(n2nccc2NC(=O)CCOc2ccccc2)CC1	7	-6	3	-0.7	-3	0.1	2.2	-3.4	-0.4
C=CCc1cc(Cl)ccc1OCCCNC(C)C	1	0	-9	·	-1	0.2	-1.3	-3.0	-1.1
Nc1ncnc(Nc2cc(C(F)(F)F)cc(C(F)(F)F)c2)n1	-14	-7	-3	·	-2	-1.1	0.9	-1.0	-1.4
CCn1c(SCc2nc3ccccc3[nH]2)nnc1-c1cnccn1	8	0	6	9.4	1	0.6	2.2	-1.1	0.8
Cc1cn2c(N)c(/C=C3\C=Nc4ccccc43)c(=O)nc2s1	?	-5	0	·	-11	?	5.7	-3.7	-1.9
C=CCNC(=O)c1oc2ccc(S(=O)(=O)N3CCCCC3)cc2c1C	-2	1	1	2.9	0	1.4	2.4	-3.1	0.3
COc1cc(OC)cc(C(=O)NC(=S)Nc2ccc3c4c(cccc24)CC3)c1	-7	0	2	·	2	0.1	-0.5	-2.2	-0.4
O=C(CCS(=O)(=O)c1ccc(Cl)cc1)Nc1nc(-c2ccncc2)cs1	-5	1	-9	-1.3	-1	-0.2	0.4	-3.4	-0.7
COc1ccc(NS(=O)(=O)c2cc(C)ccc2NC(=O)c2cc(C)oc2C)cc1	0	-1	-3	2.6	4	0.0	-1.5	-1.4	-1.5
CN(C(=S)Nc1ccc(Oc2ccccc2)cc1)c1ccc(O)cc1	-4	0	3	-0.3	2	0.1	1.1	-0.1	-0.5
Cc1ccc(SCCC(=O)NCc2ccco2)cc1	0	3	-8	-0.4	-3	0.5	-2.0	-5.4	-0.4
CC(=O)Nc1ccc(C2C(=O)c3ccccc3C2=O)cc1	·	·	-12	0.3	-2	·	-1.5	-0.6	8.6
Cc1cc(C)nc(SCCn2c(N(C)Cc3ccccc3)nc3c2c(=O)n(C)c(=O)n3C)n1	2	2	-7	·	4	0.1	-4.0	2.7	0.8
COc1ccc(OC)c(NC(=S)NCCCN2CCOCC2)c1	-3	-1	0	-0.7	2	-0.2	2.2	-3.3	-1.7
Cc1nc(N)nc(-c2ccccc2O)n1	-1	-5	-3	0.0	5	-0.2	-3.0	-4.1	-0.7
COc1ccc(-c2noc(CN(C)C(=O)c3ccco3)n2)cc1	-16	-2	7	0.6	19	2.9	-0.5	-0.9	0.0
CCCCn1c(N)c(N(CC(C)C)C(=O)C2=NN(c3cc(C)ccc3C)C(=O)CC2)c(=O)[nH]c1=O	-4	?	2	-0.9	5	0.5	-1.8	-0.6	-2.1
Cc1cc(Cl)c(C)c(S(=O)(=O)Oc2ccccc2NC(=O)CCC(=O)O)c1Cl	-1	-8	6	-0.2	2	-0.3	0.1	-0.2	1.3
CC(=O)c1ccc(OC2(C)CCN(Cc3ccc4ccccc4c3)C2)cc1 (configuration not stated)	2	-5	19	0.3	6	-0.5	·	-7.2	·
Cn1cnc([N+](=O)[O-])c1SCC(=O)NN	-1	-5	14	·	-1	1.6	-0.2	-1.6	-1.5
CCOC(=O)C(C)C(C)=O (configuration not stated)	-7	-4	8	-2.2	1	-0.6	-0.5	-0.3	0.8
COc1ccccc1CNS(=O)(=O)CC12CCC(CC1=O)C2(C)C (configuration not stated)	9	3	-11	6.7	1	0.8	1.4	-4.4	1.4
Cc1cc2c(NCc3ccccc3)ncnc2s1	-16	-8	-1	1.7	-2	0.3	-1.1	-0.7	0.7
Brc1ccc2ncnc(NCc3ccco3)c2c1	3	0	2	-0.5	-1	0.1	-4.1	-2.9	1.3
CCN(CC)CCNC(=O)CCn1c(=S)[nH]c2cc3c(cc2c1=O)OCO3	-2	-2	2	-1.4	3	-0.2	-0.8	-3.4	0.9
O=C(NCC(c1cccs1)N1CCOCC1)c1cn(-c2ccccc2)nc1-c1ccc(Cl)cc1 (configuration not stated)	8	2	-2	0.4	1	-1.7	0.6	-3.5	0.3
CC(C)c1ccc(NC(=O)CCC(=O)NCc2ccco2)cc1	23	-7	-7	0.3	-1	-0.6	0.4	-1.2	0.3
CCCc1nnc(NC(=O)CCC(=O)N2CCCCC2)s1	5	-2	-4	-0.9	-3	2.4	-0.2	-2.4	-1.6
O=C(O)c1cccc2c1C(=O)c1ccc(-c3ccc(OC(F)(F)F)cc3)cc1S2(=O)=O	-1	-5	32*	-0.6	2	-0.4	3.5	3.3	0.4
COc1cccc(C(=O)Oc2c(Br)cc(Br)cc2/C=N/NC(=O)c2cc(C)[nH]n2)c1	-4	3	1	·	-4	0.3	-1.5	-15	22
CCCc1nc2sc3c(SCC(=O)NCc4ccco4)ncnc3c2c2c1CCC2	7	0	11	2.3	4	1.0	-1.4	-6.2	-0.4
Cc1ccc(S(=O)(=O)N2CCN(C(=O)C(C)Cn3nc(C)c(C)c3C)CC2)cc1 (configuration not stated)	1	-5	8	-0.5	-2	2.9	5.0	-4.2	-0.2
Cc1ccc(S(=O)(=O)N(Cc2ccc(F)cc2)C(=O)N2CCN(C)CC2)cc1	10	1	-3	-1.0	-3	0.7	-2.7	-2.8	-0.7
Cc1ccccc1OCC(O)Cn1c(NCc2ccccc2)nc2c1c(=O)[nH]c(=O)n2C (configuration not stated)	-16	2	8	·	-1	1.1	2.4	-0.7	-0.9
C=C(C)CN1C(=O)C2(OCCO2)c2ccccc21	3	13	2	-2.1	1	-0.8	-1.6	1.7	3.2
O=C(C1COc2ccccc2O1)N1CCN(c2ccccc2)CC1 (configuration not stated)	9	-1	5	1.9	1	-2.0	1.4	0.3	0.0
CCOC(=O)CSc1ncnc2c1cnn2-c1ccc(C)cc1	-12	-3	5	-1.0	1	-1.0	0.3	0.2	1.1
COc1ccc(NC(=O)CN(C)C(=O)CNC(=O)c2ccc3c(c2)OCO3)cc1	0	?	5	·	2	3.3	-0.1	-2.1	?
Cn1c(C(=O)NCc2ccc3c(c2)OCO3)cc2sccc21	-5	-1	2	-0.9	0	-3.3	3.3	-2.2	6.1
O=c1[nH]c(=O)n(CCC2=CCCCC2)c(O)c1/C=N/Nc1cccc2ccccc12	-7	-2	16	·	4	-0.2	3.5	1.1	2.4
CC(=O)Oc1ccc(-c2ccc(C(=O)OCC(=O)N(C)CC(=O)Nc3ccccc3Cl)cc2)cc1	?	-4	4	-0.8	17	1.1	0.6	-0.8	-0.3
O=[N+]([O-])c1ccc(S(=O)(=O)Nc2ncccn2)cc1	-4	-3	3	-1.5	-1	-0.8	0.9	0.3	-1.9
CCCCOC(=O)c1cc(C)nc2ccc(Br)cc12	-14	-3	-7	-0.8	0	-1.0	-2.9	-2.9	0.5
O=C(c1ccc(-c2cccc(Cl)c2)o1)N1CCN(c2ccc([N+](=O)[O-])cc2)CC1	-17	-1	-5	·	3	0.1	-1.5	0.8	-0.9
COc1ccccc1NS(=O)(=O)c1ccc(C(=O)NCc2ccco2)cc1	-2	0	18	0.0	1	0.0	1.5	-2.0	0.2
Cc1occc1C(=O)NC1CCCc2ccccc21 (configuration not stated)	6	0	-10	-0.4	4	0.3	1.8	-2.0	0.3

One compound at a time, as listed above.
CCCc1nnc(NC(=O)CCC(=O)N2CCCCC2)s1 as listed: BoNT F protease = 5; Anthrax LF prot = -2; GDH-TPI counter = -4; BioA inh = -0.9; Mtb FBA inh = -3; BoNT-A LC inh2 = 2.4; UGM FP inh = -0.2; FadD28 FP inh = -2.4; PfHsp40 yeast = -1.6
CCCCn1c(N)c(N(CC(C)C)C(=O)C2=NN(c3cc(C)ccc3C)C(=O)CC2)c(=O)[nH]c1=O as listed: BoNT F protease = -4; Anthrax LF prot = ?; GDH-TPI counter = 2; BioA inh = -0.9; Mtb FBA inh = 5; BoNT-A LC inh2 = 0.5; UGM FP inh = -1.8; FadD28 FP inh = -0.6; PfHsp40 yeast = -2.1
O=C(CCS(=O)(=O)c1ccc(Cl)cc1)Nc1nc(-c2ccncc2)cs1 as listed: BoNT F protease = -5; Anthrax LF prot = 1; GDH-TPI counter = -9; BioA inh = -1.3; Mtb FBA inh = -1; BoNT-A LC inh2 = -0.2; UGM FP inh = 0.4; FadD28 FP inh = -3.4; PfHsp40 yeast = -0.7

Screens (PubChem)
